RAD52 anneal inh: RAD52 DNA annealing inhibitors, primary screen, biochemical, FRET, single point, set 2; 360,000 tested, 0.46% active; recombinant RAD52 DNA annealing, FRET fluorescence; inhibition, % at 18.7 µM; DNA repair protein RAD52 homolog (Homo sapiens), P43351;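 active = every replicate showing at least 50% inhibition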
esBAF inh: Bmi1 luciferase reporter increase in mESCs, primary screen, esBAF inhibitor project, mouse ES cells, Bmi1 luciferase knock-in, single point; 24 h; 100% = twice the neutral-well signal; reporter increase, % at 12.5 µM; 350,000 tested, 2% active; AID 602393, 2012; in the data active = activation above about 40%;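 also: 0% = median of the plate's neutral control wells and 100% = double that signal; a rise in the Bmi1 reporter signal indicates esBAF inhibition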
XiGFP reactiv: activators of inactive X chromosome reactivation, primary screen, imaging, XiGFP fibroblasts, GFP high-content imaging, set 2; AID 743238, 2013; 360,000 tested, 0.055% active; XiGFP mouse fibroblasts, % GFP-positive cells imaging, 3 d; cells co-treated with 5-aza-dC sensitizer; scaled so ellipticine positive control = 100%; activation, % at 7.58 µM;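 active = mean normalized replicate activation at least 10% and every replicate at or above 10%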;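 also: 0% = median of on-plate neutral control wells and 100% = ellipticine 6 µM median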
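System: 68-5-11 XiGFP fibroblast line | Buffer or medium: DMEM containing 5-aza-dC | Compound: Single point | Times: Compounds 3 days, fix/stain 15 min at room temperature | Benchmarks: Positive control ellipticine, 6 µM final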
RAD54 branch: inhibitors of human RAD54 branch migration, primary screen, biochemical, fluorescence, single point; 360,000 tested, 0.14% active; RAD54 Holliday junction branch migration, FAM/BHQ fluorescence; inhibition, % at 10.4 µM;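 active = mean normalized replicate activity at least 40 and at least half of replicates scoring 40 or more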;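 also: 0% = median of neutral control wells and 100% = median of positive control wells; inhibitors cause a drop in the FAM fluorescence signal; in these data hits start at about 50%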
E-sel inducer: E-selectin induction in HUVECs, primary screen, imaging, HUVEC, immunofluorescence imaging, single point | P16581 | normalized: neutral wells 0, TNF-alpha wells 100 | activation, % at 7.58 µM | 260,000 tested, 0.37% active | AID 686992, 2013;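 active = mean E-selectin-positive cell signal at least 10% of the positive control, reached in at least 60% of replicates, without over 20% cell loss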;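 also: in these data hits start at about 27%; measured in HUVEC primary endothelial cells; signal is the percent of cells scored E-selectin positive by PE staining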
Target sequence (P16581 whole entry, looked up): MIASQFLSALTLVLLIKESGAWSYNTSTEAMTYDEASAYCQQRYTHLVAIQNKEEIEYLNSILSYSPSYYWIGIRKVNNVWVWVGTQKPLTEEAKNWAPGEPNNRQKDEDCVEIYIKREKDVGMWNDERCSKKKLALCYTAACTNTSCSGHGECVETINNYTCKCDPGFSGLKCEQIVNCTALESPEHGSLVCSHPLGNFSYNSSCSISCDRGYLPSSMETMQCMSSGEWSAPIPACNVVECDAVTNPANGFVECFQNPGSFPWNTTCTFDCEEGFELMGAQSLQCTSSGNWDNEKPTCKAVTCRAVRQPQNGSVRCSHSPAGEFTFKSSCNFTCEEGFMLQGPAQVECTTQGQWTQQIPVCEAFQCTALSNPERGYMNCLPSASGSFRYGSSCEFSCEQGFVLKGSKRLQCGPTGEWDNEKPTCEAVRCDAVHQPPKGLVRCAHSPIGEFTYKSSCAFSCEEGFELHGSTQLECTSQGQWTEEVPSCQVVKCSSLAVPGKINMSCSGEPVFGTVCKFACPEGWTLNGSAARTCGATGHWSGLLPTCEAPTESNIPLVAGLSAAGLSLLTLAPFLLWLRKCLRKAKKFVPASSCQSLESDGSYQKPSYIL
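System: HUVEC, human umbilical vein endothelial cells; quantity: 3,000 cells/well; buffer or medium: EGM-2 medium, gelatin-coated wells; dosing: single-point compound dose; detection: immunofluorescence imaging; evaluation: % PE-positive cells; benchmarks: TNF-alpha, DMSO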
ERp5 block: inhibitors of ERp5-driven insulin aggregation, primary screen, biochemical, turbidity, absorbance 650 nm, single point; AID 651711, 2012; 90 min; Protein disulfide-isomerase A6 (Homo sapiens), Q15084; 350,000 tested, 0.05% active; inhibition, % at 9.99 µM;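 active = mean replicate inhibition above about 25%, with every replicate also reaching it, limit read from the data, passing the limit was not always enough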
S100A4 MyoIIA: inhibitors of S100A4-myosin IIA peptide binding, primary screen, biochemical, fluorescence polarization, TAMRA-MyoIIA peptide; Protein S100-A4 (Homo sapiens), P26447; inhibition, % at 10.7 µM; 360,000 tested, 0.14% active; AID 652163, 2013;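 active = mean inhibition of at least 70% across replicates, with every replicate also reaching that level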
Target sequence (P26447 whole entry, looked up): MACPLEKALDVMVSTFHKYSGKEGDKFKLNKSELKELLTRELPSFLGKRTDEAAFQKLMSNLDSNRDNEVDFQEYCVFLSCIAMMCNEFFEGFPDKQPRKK
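Material: S100A4 monomer protein | Medium: HEPES pH 7.2 with CaCl2, KCl, NaCl, DTT, Triton | Reagent: Labelled myosin peptide probe, 5 nM | Doses: One dose per compound | Times: 5 min incubation before reading | Benchmarks: Neutral control DMSO, positive control TFP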
ERAP1 inh: human ERAP1 aminopeptidase inhibitors, primary screen, biochemical, single point, plate reader; Endoplasmic reticulum aminopeptidase 1 (Homo sapiens), Q9NZ08; recombinant ERAP1, Leu-AMC fluorescence, 60 min; inhibition, % at 10.7 µM; 340,000 tested, 0.15% active;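 active = mean replicate inhibition of at least 30%, or all replicates individually reaching that 30% level; inactive = mean below 30% and not every replicate reaching it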;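 also: 0% = neutral control wells and 100% = L-leucinethiol positive control wells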
* = called active by the depositor; · = no result given; & = joins results of further samples. Hits appear at their usual frequency. About 2.5% of those tested had a hit in this group.

SMILES	RAD52 anneal inh	esBAF inh	XiGFP reactiv	RAD54 branch	E-sel inducer	ERp5 block	S100A4 MyoIIA	ERAP1 inh
CCOC(=O)[C@H]1[C@H]2COc3ccccc3[C@@H]2N2C(=O)c3c(C)cc(C)cc3NC(=O)[C@@]12C	-9	-7	0.0	-9	-0.3	11	0	·
COc1cccc(C(=O)NCC2CCCN(C3CCCCC3)C2)c1OC (configuration not stated)	-48	-1	0.1	-7	0.1	0	-65	-2
O=C(CCc1ccccc1)NCC1(c2ccccc2)CCCC1	8	3	0.0	-6	·	-2	-1	1
CCN(c1ccc(NC(=O)COC(=O)c2cc3ccccc3oc2=O)cc1)C(C)C	-25	9	0.3	11	·	0	5	-1
O=C(/C=C\Nc1ccc2c(c1)OCO2)c1cccs1	-16	-61	0.1	-4	·	3	-23	-4
CCOC(=O)NNC(=O)C1CCC(C)CC1 (configuration not stated)	-17	0	-0.1	1	·	2	5	-4
O=C(NCC[C@H]1CC[C@H](NC(=O)c2ccc3c(c2)OCO3)[C@@H](CO)O1)Nc1ccc(Cl)cc1	13	8	-0.7	-3	0.6	-1	0	-1
CCN(CC(=O)Nc1ccccc1OC)C(=O)c1ccc(NS(=O)(=O)c2ccc(C(C)=O)cc2)cc1	-6	10	0.0	4	-1.6	3	0	2
CN1C(=O)c2cc(NC(=O)NCc3ccccc3)ccc2OC[C@H]2O[C@@H](CC(=O)NCC3CCCCC3)CC[C@@H]21	15	19	0.1	-8	0.4	3	-24	3
O=C(C[C@@H]1CC[C@H]2[C@@H](COC[C@@H](O)CN2C(=O)c2cccnc2)O1)Nc1ccc(-c2ccccc2)cc1	0	5	-0.1	-4	0.6	-11	-25	2
CC(=O)c1ccc(Nc2nc(-c3ccccc3)nc3ccccc23)cc1	-18	-1	0.1	-2	·	3	6	4
Cc1ccc(C)c2[nH]c(=O)c(CN(Cc3ccco3)C(=S)NCC3CCCO3)cc12 (configuration not stated)	-25	·	0.0	·	·	6	-10	2
CC1CN(C(=O)C(C)Sc2nnnn2C)CC(C)O1 (configuration not stated)	1	1	0.0	0	-1.3	2	5	-2
O=C(OCC(=O)N1CCN(C(=O)c2ccco2)CC1)c1cc(F)c(F)cc1Cl	-7	-3	0.1	-1	-0.1	0	-3	-3
COc1ccc(NC(=O)CCNC(=O)c2ccccc2)cc1S(N)(=O)=O	-8	2	0.0	3	-0.1	3	-1	-5
O=C(C[C@@H]1CC[C@H](NC(=O)C2CCOCC2)[C@H](CO)O1)Nc1ccccc1	-5	·	-0.1	·	0.2	4	-4	3
CS(=O)(=O)c1ccccc1-c1nnc(NC(=O)Cc2ccccc2)o1	3	1	0.1	0	·	-7	0	0
COCC1CCCCN1C(=O)c1ccc(OC2CCN(CCc3ccccc3)CC2)cc1 (configuration not stated)	-22	-4	0.0	-5	·	-2	21	-2
COCC(=O)N1CC2(C1)CN(C(=O)COC)[C@@H](CO)c1c2c2ccc(OC)cc2n1C	2	·	0.3	·	0.0	3	-5	3
Cc1ccc2c(c1)[C@H]1[C@H](CO2)[C@H](c2ccccc2)[C@]2(C)C(=O)Nc3cc(F)ccc3C(=O)N12	1	-68	0.0	4	0.2	-1	0	-1
COc1ccc(S(=O)(=O)N(C)C[C@H]2Oc3ccc(NC(=O)Cc4cn(C)c5ccccc45)cc3CC(=O)N([C@@H](C)CO)C[C@H]2C)cc1	-2	4	-0.4	0	1.6	-4	-15	0
C=C(C)Cn1c2ccc(NC(=O)NCc3ccccc3)cc2c(=O)n1C	-10	4	0.0	-1	-0.1	5	-7	8
Cc1noc(C)c1C(=O)OCC(=O)Nc1c(F)cccc1F	-17	·	0.0	·	-0.1	3	-2	1
CCCCSc1nc2c(c(=O)[nH]c(=O)n2C)n1CCc1ccccc1	-9	8	0.1	4	·	12	11	0
Cc1ccc(NC(=O)CN2CCN(C)CC2)cc1S(=O)(=O)N1CCOCC1	7	0	0.0	7	·	7	5	-1
COc1cccc(-n2nnc3c(=O)n(C/C=C/c4ccccc4)cnc32)c1	-14	13	0.1	0	0.1	8	-1	3
C=CCSc1ncc(CO)n1Cc1ccccc1	3	·	0.0	·	0.8	-2	-1	·
COc1ccc(NC(=O)N2[C@@H]3CNC[C@H]2C3c2ccc(-c3ccccc3)cc2)cc1 (some centres not stated)	39&10	·	0.1&0.2	·	-0.6	-5&-4	-1&11	10&4
COc1ccc(S(=O)(=O)N[C@H]2C=C[C@@H](CC(=O)N3CCC(Cc4ccccc4)CC3)O[C@@H]2CO)cc1	-12	3	-0.1	4	-0.2	-5	-5	2
CN(c1ccccc1C(=O)N1CCN(Cc2ccc3c(c2)OCO3)CC1)S(C)(=O)=O	-7	·	-0.1	·	-0.2	1	-4	-4
C/C(=N/OC(=O)c1c(-c2c(F)cccc2Cl)noc1C)c1cnccn1	-2	·	0.1	·	·	-3	-2	-3
COc1ccccc1N(CC(=O)NCCSCc1cccc(Cl)c1)S(C)(=O)=O	-8	1	0.5	-3	0.1	4	6	-3
COc1ccc(CCNC(=O)CNS(=O)(=O)c2ccc(Cl)cc2)cc1	-2	·	0.0	-3	1.7	2	4	6
Cc1nn(C)c(C(=O)Nc2ccc3c(c2)OCO3)c1[N+](=O)[O-]	-2	18	0.3	0	·	-12	-2	4
COC(=O)[C@]12C[C@H](CC(=O)NCc3ccccc3)C(=O)N(CCC3=CCCCC3)C1=C[C@H](C(C)(C)C)O[C@@H]2C	-4	·	0.1	·	-0.1	16	-6	-1
c1cc(-c2cnc3cccnn23)c2cccnc2c1	6	-28	0.0	-4	0.1	1	2	0
Fc1ccc(-n2c(-c3ccc4ccccc4n3)n[nH]c2=S)cc1Cl	-8	·	0.3	5	0.0	2	-3	4
O=C(Nc1ccc2c(c1)[C@@H]1C[C@@H](CC(=O)N3CCOCC3)O[C@H](CO)[C@@H]1O2)C1CCC1	·	0	0.2	-10	0.1	·	·	·
CC(C)Oc1ccc(C(=O)NC2=NCCS2)cc1	-11	·	-0.1	·	·	5	1	-2
CCOc1cc(N2CCOCC2)c(OCC)cc1NC(=O)COC(=O)c1ccc(Cl)cc1N	-17	-17	0.0	3	0.5	0	0	-6
COc1ccc([C@H]2CC(=O)C[C@@H](CCn3cc(CCc4ccccc4)nn3)O2)cc1	-5	·	0.1	·	1.4	-5	4	·
Cc1cc(C(=O)N/N=C/c2ccc(OCc3ccccc3)cc2)c(C)o1	-23	9	0.2	·	2.8	4	2	-5
CCN(CC)C(=O)[C@H]1C[C@H](CC(=O)NCCN2CCOCC2)C(=O)N2CCc3c([nH]c4ccc(Cl)cc34)[C@]12C	-12	-2	0.0	-9	-1.5	-4	-5	·
Cc1nn(CC(=O)Nc2ccc(C(C)C)cc2)c(C)c1[N+](=O)[O-]	-11	-4	-0.4	-12	-0.5	0	-2	·
COc1cccc(NC(=O)COC(=O)c2ccc3c(c2)OCO3)c1	-9	7	0.1	3	-0.2	6	-3	-1
O=C(NC1CCCC1)N1CC(=O)N2[C@H](C1)[C@H](c1ccc(-c3ccc(F)cc3)cc1)[C@@H]2CO	0	·	0.5	·	0.6	-1	6	1
CC1(C(=O)Nc2ccc3c(c2)OCO3)CCN1C(=O)c1ccccc1 (configuration not stated)	-21	-8	0.2	0	-0.1	-6	-14	0
O=C(Nc1ccc(O)cc1)/C(=C\C=C\c1ccccc1)NC(=O)c1ccccc1	-23	2	0.0	-4	1.3	1	17	1
CCN1CCN(CCCNC(=O)C(=O)c2c(C)[nH]c3ccccc23)CC1	-24	0	0.0	-2	2.8	1	0	0
Cc1noc(C)c1NC(=O)N(C)C[C@@H]1Oc2ccc(NS(=O)(=O)c3c(C)noc3C)cc2CC(=O)N([C@@H](C)CO)C[C@H]1C	5	-1	0.1	-10	0.0	-7	4	-2
O=C(C[C@@H]1CC[C@@H]2[C@H](COC[C@@H](O)CN2C(=O)C2CC2)O1)NCc1ccccc1Cl	6	-11	0.0	-4	0.0	-3	6	0
CCc1nnc(NC(=O)C(CC)CC)s1	2	·	0.0	8	-0.5	0	-1	2
O=C(C1CCCC1)N1CC2(C1)[C@H](c1ccccc1)[C@@H](CO)N2Cc1nccs1	-3	·	0.2	·	-0.2	4	15	1
Cc1ccccc1-c1ccc2c(c1)O[C@@H](CN(C)C(=O)Nc1ccc(F)cc1)[C@@H](C)CN([C@H](C)CO)S2(=O)=O	18	-1	1.0	5	0.0	0	3	2
O=C(O)c1ccc(C(=O)Nc2ccc(F)cc2)cc1	6	2	0.1	-2	0.0	-3	-1	1
O=C1CCC(C(=O)N2CCc3c(Cl)cccc3C2)CN1CCCN1CCOCC1 (configuration not stated)	-2	·	0.6	-5	-0.2	2	-16	-8
O=C(NCc1nc2ccccc2[nH]1)c1ccccc1F	-6	20	-0.1	3	·	3	-9	-4

As a working copy, part of the list above:
SMILES	RAD52 anneal inh	esBAF inh	XiGFP reactiv	RAD54 branch	E-sel inducer	ERp5 block	S100A4 MyoIIA	ERAP1 inh
CCN1CCN(CCCNC(=O)C(=O)c2c(C)[nH]c3ccccc23)CC1	-24	0	0.0	-2	2.8	1	0	0
Cc1noc(C)c1NC(=O)N(C)C[C@@H]1Oc2ccc(NS(=O)(=O)c3c(C)noc3C)cc2CC(=O)N([C@@H](C)CO)C[C@H]1C	5	-1	0.1	-10	0.0	-7	4	-2
O=C(C[C@@H]1CC[C@@H]2[C@H](COC[C@@H](O)CN2C(=O)C2CC2)O1)NCc1ccccc1Cl	6	-11	0.0	-4	0.0	-3	6	0
CCc1nnc(NC(=O)C(CC)CC)s1	2	·	0.0	8	-0.5	0	-1	2
O=C(C1CCCC1)N1CC2(C1)[C@H](c1ccccc1)[C@@H](CO)N2Cc1nccs1	-3	·	0.2	·	-0.2	4	15	1
Cc1ccccc1-c1ccc2c(c1)O[C@@H](CN(C)C(=O)Nc1ccc(F)cc1)[C@@H](C)CN([C@H](C)CO)S2(=O)=O	18	-1	1.0	5	0.0	0	3	2
O=C(O)c1ccc(C(=O)Nc2ccc(F)cc2)cc1	6	2	0.1	-2	0.0	-3	-1	1
O=C1CCC(C(=O)N2CCc3c(Cl)cccc3C2)CN1CCCN1CCOCC1 (configuration not stated)	-2	·	0.6	-5	-0.2	2	-16	-8
O=C(NCc1nc2ccccc2[nH]1)c1ccccc1F	-6	20	-0.1	3	·	3	-9	-4
